Screening data from PubChem.
MCL1 BIM primary = inhibitors of human MCL1 binding to BIM-BH3 peptide | Q07820 | GST-MCL1 / FITC-Bim-BH3 fluorescence polarization | inhibition, % at 10.9 µM | 320,000 tested, 0.68% active;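 active = inhibition above the mean inhibition of all tested compounds plus 3 SD, set per campaign, cut at about 40% in these data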;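 note: 0% = DMSO wells and 100% = unlabeled Bim-BH3 peptide control; higher means more loss of mP so more displacement of Bim peptide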
PME-1 primary = PME-1 (human) inhibition | inhibition, % at 5.9 µM | recombinant PME-1, FP-Rh probe fluorescence polarization | Q9Y570 | 320,000 tested, 0.53% active;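 active = inhibition above the campaign mean of all compounds plus 3 SD, cut at about 26% in these data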;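 note: competitive labeling of PME-1 active site by serine hydrolase directed probe; 0% = PME-1 with DMSO and 100% = wells lacking PME-1 enzyme; inhibitors block probe labeling so polarization falls and inhibition rises; many of its hits are not listed in these tables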
VLA-4 inh = inhibition in a human VLA-4 binding assay | 330,000 tested, 0.2% active | P13612 | inhibition, % (about 7 µM as worked out from the volumes in the protocol) | VLA-4 expressing cells, ligand binding flow cytometry; in the data active = inhibition above about 50%
Target sequence (P13612 whole entry, looked up): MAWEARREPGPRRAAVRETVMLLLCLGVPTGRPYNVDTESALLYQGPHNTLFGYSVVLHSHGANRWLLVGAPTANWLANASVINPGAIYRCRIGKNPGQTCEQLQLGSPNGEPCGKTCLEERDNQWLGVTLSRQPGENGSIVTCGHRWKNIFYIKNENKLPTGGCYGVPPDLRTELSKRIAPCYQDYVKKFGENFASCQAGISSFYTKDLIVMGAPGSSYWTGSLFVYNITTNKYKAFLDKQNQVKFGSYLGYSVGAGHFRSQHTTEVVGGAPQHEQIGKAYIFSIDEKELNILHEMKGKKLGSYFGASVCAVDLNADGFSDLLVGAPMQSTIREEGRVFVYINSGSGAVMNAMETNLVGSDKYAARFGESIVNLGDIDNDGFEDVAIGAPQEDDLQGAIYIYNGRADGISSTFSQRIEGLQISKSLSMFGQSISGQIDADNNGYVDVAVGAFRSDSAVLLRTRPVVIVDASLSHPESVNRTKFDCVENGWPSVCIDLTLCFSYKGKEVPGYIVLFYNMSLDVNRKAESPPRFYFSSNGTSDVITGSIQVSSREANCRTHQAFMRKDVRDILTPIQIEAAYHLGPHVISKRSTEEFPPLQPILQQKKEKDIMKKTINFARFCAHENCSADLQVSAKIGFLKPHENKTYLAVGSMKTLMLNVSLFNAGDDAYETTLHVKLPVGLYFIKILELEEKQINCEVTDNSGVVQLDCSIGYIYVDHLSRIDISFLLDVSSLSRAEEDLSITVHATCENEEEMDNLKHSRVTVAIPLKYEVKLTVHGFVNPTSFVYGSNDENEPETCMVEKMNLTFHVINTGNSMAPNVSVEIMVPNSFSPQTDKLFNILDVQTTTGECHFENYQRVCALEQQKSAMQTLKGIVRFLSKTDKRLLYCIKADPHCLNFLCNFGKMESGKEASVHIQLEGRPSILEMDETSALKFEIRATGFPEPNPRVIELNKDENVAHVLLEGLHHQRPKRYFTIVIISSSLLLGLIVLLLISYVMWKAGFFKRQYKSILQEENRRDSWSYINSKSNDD
Fam108B inh = blocks mouse Fam108B hydrolase in RBBP9 counter-screen; recombinant Fam108B, FP-Rh probe fluorescence polarization; inhibition, % at 9.51 µM; 300,000 tested, 0.33% active;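 active = inhibition above the screen mean inhibition plus 3 SD, computed separately per campaign, cut at about 18% in these data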;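 note: inhibitors lower polarization as less probe binds the enzyme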
Bcl-xL primary = Bcl-xL (human) inhibition; Q07817; GST-Bcl-xL / FITC-Bim BH3 peptide fluorescence polarization; inhibition, % at 10.9 µM; 320,000 tested, 0.7% active; AID 2129;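 active = inhibition above the mean of all tested compounds plus 3 SD, cutoff set per campaign, cut at about 30% in these data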;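 note: 0% = DMSO wells and 100% = unlabeled Bim-BH3 peptide competitor; inhibitors lower millipolarization by displacing the labeled peptide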
Efflux pump inh = antifungal efflux pump inhibition, Nile Red retention | S. cerevisiae Candida pump triplex | inhibition, % at 10 µM | 330,000 tested, 0.44% active;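 active = plate passing quality check with inhibition over a set limit, or well fluorescence over plate mean plus 4 SD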;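 note: Nile Red retained in pooled yeast measured as flow cytometry median fluorescence; 0% = buffer negative control and 100% = Enniatin B positive control; higher means more Nile Red kept so more efflux inhibition; some compounds called inactive have numbers as strong as hits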
GRK2 inh = inhibitors of human GRK2 displacing RNA aptamer; P25098; bead flow cytometry, FAM-aptamer displacement from GRK2; inhibition of aptamer binding, % at 10 µM; 330,000 tested, 0.59% active;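 active = inhibition of aptamer binding above 40%, roughly 3 SD of noise, on plates passing a quality check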;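 note: median bead fluorescence of bound FAM aptamer so fluorescent compounds give negative values; no value below 0 was filed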
GLD-1 RNA inh = GLD-1-TGE RNA interaction inhibition (C. elegans) | Q17339 | purified GLD-1 + fluorescein TGE RNA, fluorescence polarization | inhibition, % at 5.96 µM | 320,000 tested, 0.44% active | AID 2280;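 active = percent inhibition above a per-plate cutoff, the plate mean of test compounds plus 3 SD, cut at about 30% in these data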;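 note: 0% = DMSO wells with GLD-1 and probe and 100% = wells lacking GLD-1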
MEX-5 binding = C. elegans MEX-5 TCR-2 RNA binding activity | 300,000 tested, 0.38% active | MEX-5/FITC-TCR2 RNA binding, fluorescence polarization; stronger effect = lower value | activity score (negative = inhibition of binding), % at 10 µM;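 active = inhibition past about -25% in most replicates, and total fluorescence under double the plate's negative control median, limit read from the data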;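 note: 0% = DMSO and -100% = 5 µM competing unlabeled TCR2 RNA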
* = called active by the depositor; · = not tested or not shown.

SMILES	MCL1 BIM primary	PME-1 primary	VLA-4 inh	Fam108B inh	Bcl-xL primary	Efflux pump inh	GRK2 inh	GLD-1 RNA inh	MEX-5 binding
O=C(Nc1c(Cl)cc(Cl)cc1C(=O)NCC1CCCO1)c1ccco1 (stereo unspecified)	-1	-1	-6	-2	2	0.1	3	-4	-0.4
COc1ccc(-n2nc(C(=O)NCc3ccco3)c3ccccc3c2=O)cc1	6	-3	-5	0	3	-0.1	0	1	-0.3
Cc1cccc(/C=N/NC(=O)CN2CCCCCCC2)c1	11	-1	0	0	4	-0.8	9	4	-4.6
NC(=O)c1c(NC(=O)C2c3ccccc3Oc3ccccc32)sc2c1CCCCC2	-22	-4	8	8	1	0.9	3	-14	-2.7
N#Cc1ccsc1NC(=O)CN1CCN(S(=O)(=O)c2ccccc2C(F)(F)F)CC1	4	7	-1	4	4	-0.2	0	15	-0.1
CCOC(=O)c1cc(-c2ccco2)nc2c1c(C)nn2-c1cccc(Cl)c1	1	-3	-16	-8	7	-0.1	7	4	1.0
Cc1cccc(-n2c(=S)[nH]c3nc4c(cc3c2=O)COC(C)(C)C4)c1	4	0	-6	-4	7	-0.1	0	1	-0.8
Cc1ccc(NC(=O)CSc2ncccn2)cc1S(=O)(=O)N1CCOCC1	·	·	8	·	·	-0.2	1	8	·
CC(NC(=O)CN1C(=O)NC2(CCCC2)C1=O)c1ccc(Cl)cc1Cl (stereo unspecified)	·	·	-10	·	·	0.0	2	4	·
COc1cc(C2C(C#N)=C(N)Oc3cc(C)n(CCN4CCOCC4)c(=O)c32)cc(OC)c1OC (stereo unspecified)	5	-2	8	-2	2	-0.3	2	-1	-1.5
CCn1cnc2cc(NCc3ccccc3Cl)ccc21	12	5	9	0	0	-0.1	1	-8	-7.3
CC(=O)Nc1cccc(NC(=O)Nc2ccc(C)c(Cl)c2)c1	-4	-18	3	4	6	0.0	0	-6	-0.4
COc1cc(OC)c(C2CC(=O)N3CN(c4ccccc4C)CSC3=C2C#N)cc1OC (stereo unspecified)	-7	0	-18	0	-3	0.1	0	0	2.2
Cc1ccccc1-c1nc(S(=O)(=O)c2ccc(Cl)cc2)c(NCCN2CCOCC2)o1	-8	7	-3	1	1	0.0	2	10	-0.2
O=C1CCCC2=C1C(c1cccs1)Nc1ccc3ncccc3c12 (stereo unspecified)	13	1	3	1	5	0.0	1	4	-0.8
CCn1c(SC(C)C(=O)N2CCOCC2)nc2sc(C)c(C)c2c1=O (stereo unspecified)	1	5	-2	2	0	0.0	2	2	-1.0
Cc1cccc(-n2nc3c(c2NC(=O)c2ccc4c(c2)OCO4)CS(=O)(=O)C3)c1C	5	4	-2	3	3	-0.1	0	4	-2.8
Cc1cc(C)cc(OCC(=O)OCC(=O)Nc2cc(C)nn2-c2ccccc2)c1	1	2	-1	·	0	0.1	5	2	·
Cc1nc(S(=O)(=O)N(C)c2ccccc2)c(C#N)c(C)c1Cl	-10	2	9	-4	31*	0.0	2	0	-0.3
CCCCCCOc1ccc(/C(C)=N/NC2=NCCN2)cc1	-5	-2	11	-2	5	0.3	0	2	0.2
COc1ccc(CCNC(=O)CC2(CC3=NS(=O)(=O)c4ccccc4N3)CCCC2)cc1OC	3	-3	-1	1	3	0.1	0	5	-0.7
COc1cc2c(cc1OC)C(c1cccnc1)CC(=O)N2 (stereo unspecified)	0	4	24	0	0	-0.1	2	1	-0.7
CCC(=O)c1cn(CC(=O)Nc2ccccc2Cl)c2ccccc12	-1	-10	10	-5	0	0.1	0	2	0.2
CCOc1ccc(N2C(=O)Nc3ccc(Br)cc3C2(O)C(=O)NCCCN(C)C)cc1 (stereo unspecified)	9	0	-3	-3	6	0.2	1	1	3.2
Cc1ccccc1NC(=O)CNc1ccc(Cl)c(C(F)(F)F)c1	6	-2	1	-1	1	-0.1	0	2	·

Next part.
SMILES	MCL1 BIM primary	PME-1 primary	VLA-4 inh	Fam108B inh	Bcl-xL primary	Efflux pump inh	GRK2 inh	GLD-1 RNA inh	MEX-5 binding
CC(C)(C)c1ccc(OCCC(=O)NC2=NCCS2)cc1	-2	-3	5	-1	0	0.0	0	0	0.5
CCCCN1C(=O)c2ccc(C(=O)Nc3ccc(S(=O)(=O)N(C)C)cc3)cc2C1=O	4	7	0	-2	5	0.1	0	0	-1.9
Cc1cccc(N=C2N=C(N)c3ccccc32)c1	2	0	2	-2	0	0.1	0	1	-1.4
CCOC(=O)C1(CC2CCCCO2)CCN(C(=O)Nc2ccccc2CC)CC1 (stereo unspecified)	6	0	8	0	8	0.2	0	3	-8.2
C=CCNc1nc(-c2sc(NC(=O)CC)nc2C)cs1	9	0	22	5	5	0.0	0	6	0.4
CC(=O)Nc1ccc(C(=O)COC(=O)C2CC3CCCC(C2)C3=O)cc1 (stereo unspecified)	-6	-5	2	-3	0	0.0	4	0	-2.3
CC1(C)CC(=O)C(C=NCCN2CCN(C(=S)NC3CCCCC3)CC2)=C(O)C1	4	-3	7	2	4	0.0	1	-9	1.1
CC(C)C(=O)NCC(c1ccc2c(c1)OCO2)N1CCOCC1 (stereo unspecified)	-4	3	15	2	-1	-0.1	0	3	0.9
Cc1ccc(NC2=NC(C(=O)Nc3ccc(C)c(C)c3)CC(=O)N2)cc1 (stereo unspecified)	5	-1	6	0	8	0.0	0	-3	-0.5
O=C(Cn1cnc2cc([N+](=O)[O-])ccc2c1=O)Nc1cccc2ccccc12	-6	-3	4	-4	-5	-0.1	0	1	-7.8
Nc1nc(N2CCN(C/C=C/c3ccccc3)CC2)nc2ccccc12	7	-1	-21	4	5	0.0	0	5	·
CCOC(=O)N1CCN(C(=O)CSc2ccc(-c3ccncc3)nn2)CC1	2	1	13	-2	3	0.0	1	-2	-3.5
Cc1ccc(NCc2nnc(SCC(=O)Nc3ncc(C)s3)n2Cc2ccco2)c(C)c1	-7	0	16	3	1	-0.1	0	-18	2.9
Cc1c([N+](=O)[O-])c(N)nn1C	8	3	12	-1	3	0.1	0	4	-1.0
Cc1ccc(C)c(S(=O)(=O)n2cnc3ccccc32)c1	2	-2	2	-4	-1	0.0	3	1	-0.6
CCOC(=O)c1cnc(-c2ccccc2)nc1Oc1ccc(Cl)cc1	1	0	-3	0	2	0.0	2	-6	0.3
O=C(NCc1ccc(F)cc1)C1CCN(c2cnccn2)CC1	0	0	-5	-2	6	-0.3	1	6	-2.5
CCOC(=O)C1CCN(S(=O)(=O)c2cc(Br)cc3c2N(C(=O)C2CC2)CC3)CC1	1	7	-9	-4	4	-0.1	4	0	·
O=C(CCCc1ccccc1)NCc1cn2ccsc2n1	-1	3	-3	-4	-4	-0.1	3	-4	-0.9
O=C(NCCF)C1Nc2ccc(OC(F)(F)F)cc2C2C=CCC12 (stereo unspecified)	7	7	21	-1	6	0.0	3	6	-2.6
CCc1ccc(C2CC(c3ccc(F)cc3)Nc3nc(N)nn32)cc1 (stereo unspecified)	1	-4	3	0	28	0.1	0	1	0.0
Cn1c(CC(=O)Nc2ccccc2Cl)nnc1SCC(=O)NC1=NCCS1	-12	4	-2	-1	2	-0.1	1	6	-0.3
COc1cc(OC)cc(-c2nc3ccccc3s2)c1	6	-7	2	-3	-1	0.1	3	-3	-2.1
CSc1nc(N)nc2c1ncn2CC(=O)N1CCN(c2ccccn2)CC1	·	·	39	·	·	0.3	0	3	·
CCOc1cc(C(=O)N2CCN=C2SC)cc(OCC)c1OCC	-5	-1	10	-4	-2	0.0	0	9	-1.1

The list goes on.
SMILES	MCL1 BIM primary	PME-1 primary	VLA-4 inh	Fam108B inh	Bcl-xL primary	Efflux pump inh	GRK2 inh	GLD-1 RNA inh	MEX-5 binding
Cn1cccc1-c1nc2ccccc2[nH]1	-7	3	-9	0	0	-0.2	0	4	-2.9
COc1ccc(-c2c/c(=N\c3nc(-c4ccccc4)c(C)s3)c3ccccc3o2)cc1O	2	31*	0	15	-2	0.2	0	16	-0.7
CCn1cc(CNC(=S)Nc2cccc(Cl)c2C)cn1	11	-3	4	1	10	0.0	0	5	-0.9
COc1cc(/C=N/NC(=O)c2ccc([N+](=O)[O-])cc2Cl)cc(Br)c1O	21	4	27	3	6	0.3	1	4	-0.8
Oc1ccc(N=C/C=C/c2ccc(Br)cc2)cc1-c1nc2ccccc2s1	48*	2	-2	12	46*	-0.2	41*	20	2.6
O=C(CSc1nc(-c2ccco2)cc(C(F)(F)F)n1)N1CCN(Cc2ccccc2)CC1	-1	-2	3	-1	2	0.2	0	10	2.0
Cc1ccc(-c2cc(C(=O)N3CCN(c4ccccc4O)CC3)c3ccccc3n2)cc1	4	-3	12	-4	3	-0.1	0	11	-2.2
COCCNC(=O)CN(C(=O)CCC(=O)Nc1ccccn1)c1ccc(OC)cc1	5	-10	11	0	3	0.1	0	0	1.9
Cc1cc(C)c(NC(=S)NC(=O)c2ccc(-c3ccccc3)cc2)c(C)c1	11	0	-6	-1	6	-0.4	4	-1	·
COC(=O)C1=C(C)n2nnnc2NC1c1ccc(Cl)cc1 (stereo unspecified)	6	-3	-2	6	2	-0.2	0	7	3.5
Nc1scn[n+]1Cc1cccc2cccnc12	4	7	-5	2	2	-0.1	3	-3	-0.3
Cn1c(Cn2c(=O)sc3ccccc32)nnc1SCC(=O)NC1CCCC1	3	3	11	-4	-2	0.0	6	4	-4.9
Cc1ccc2nc(C3CCN(S(=O)(=O)c4ccc5ccccc5c4)CC3)[nH]c2c1	1	-17	7	-21	3	-0.1	0	3	1.7
CSc1ccccc1C(=O)NCc1ccc(C)cc1	9	0	16	6	9	0.1	0	3	2.0
Nc1nc(SCc2nc(-c3ccccc3)no2)[nH]c(=O)c1-c1ccccc1	4	-2	-42	0	6	0.1	4	4	-1.0
COc1ccccc1CN1CCCCC1C(=O)O (stereo unspecified)	6	-8	7	-1	2	-0.2	0	4	0.2
O=C(CSc1nc2ccccc2nc1N1CCCCC1)Nc1ccc(F)cc1	5	-10	-5	-11	3	-0.1	0	4	-2.1
Cn1c(=O)[nH]c(=O)c2c1[nH]c(=S)n2Cc1ccccc1	-18	5	9	0	-33	-0.2	1	6	1.0
COC(=O)c1cncc(C)c1	7	-1	10	4	4	-0.2	4	5	0.5
COc1cc(/C=N/Nc2nc(N3CCCC3)nc(N3CCCC3)n2)ccc1OCc1ccccc1F	5	0	9	0	1	0.3	2	0	1.0
N#CCCn1cc(C(=O)Nc2ccccc2Br)c(-c2cc3ccccc3o2)n1	11	-6	0	-6	4	-0.3	1	-1	-1.3
COc1ccc(NC(=O)C2=NN(C3CCS(=O)(=O)C3)C(=O)CC2)cn1 (stereo unspecified)	3	-2	6	6	1	0.0	0	7	-6.1
COc1ccc(OC)c(NC(=O)CSc2nn3c(=O)c(C)nnc3s2)c1	6	4	1	5	5	0.2	0	-3	0.5
CN(C)CC#CCC(O)(c1ccccc1)c1ccccc1	-4	-1	5	0	-2	0.0	0	9	0.3
COc1ccc(C2=Nn3c(nnc3-c3cccnc3)SC2)cc1OC	9	1	8	1	11	0.0	1	4	-1.1
CCn1ncc(N(C)N)c(Cl)c1=O	8	0	9	4	9	-0.1	2	3	-0.5
COc1cc(C(=O)Oc2ccccc2)ccc1OCc1c(C)noc1C	12	-8	-17	-2	10	0.0	1	0	3.2
COc1ccc(-c2nc(C#N)c(N3CCC(C(N)=O)CC3)o2)cc1OC	-3	-4	26	1	-2	0.1	1	-1	-0.2

Limited to Fam108B inh, Bcl-xL primary and PME-1 primary, for 2 of the compounds above:
Molecule	Fam108B inh	Bcl-xL primary	PME-1 primary
COc1cc(C(=O)Oc2ccccc2)ccc1OCc1c(C)noc1C	-2	10	-8
COc1ccc(-c2nc(C#N)c(N3CCC(C(N)=O)CC3)o2)cc1OC	1	-2	-4

The list is partial, so the mix of outcomes need not match the whole.
